Bioassay records: PubChem BioAssay, National Center for Advancing Translational Sciences (NCATS)
EPAC1 agonist = agonists of human EPAC1; EPAC1 agonist qHTS, biochemical assay; response scale: 100% = response to 6.5 mM cAMP; Potency, µM (highest dose often 154 µM), for inactives: top-dose activation, actives largely listed as activators; 0.073% of 360,000 active; also: potency is read from the fitted curve at half-maximal effect; nearly all actives have a fitted effect of over 60% in size
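Nucleotide exchange by EPAC1 (100 nM) on Rap1B–BODIPY-GDP (250 nM) in the presence of 50 uM GDP is tracked fluorescently at 480/540 nm over 30 min. Signals are normalized to a 6.5 mM cAMP control.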
GLP-1R inv ag = GLP-1 receptor (human) inverse agonism | Potency, µM (top dose mostly 38.3 µM), without a hit: top-dose activity change, negative = inhibition, usual class: inhibitors | 1.6% of 410,000 active | P43220 | HEK293 GLP-1R CRE-luciferase, luminescence, 24 h; GLP-1R form is constitutively active; also: potency is read from the fitted curve at half-maximal effect; % is scaled to controls: 0 for no effect and ±100 for the full control effect; nearly all actives have a fitted effect of over 55% in size
Target sequence (P43220 whole entry, looked up): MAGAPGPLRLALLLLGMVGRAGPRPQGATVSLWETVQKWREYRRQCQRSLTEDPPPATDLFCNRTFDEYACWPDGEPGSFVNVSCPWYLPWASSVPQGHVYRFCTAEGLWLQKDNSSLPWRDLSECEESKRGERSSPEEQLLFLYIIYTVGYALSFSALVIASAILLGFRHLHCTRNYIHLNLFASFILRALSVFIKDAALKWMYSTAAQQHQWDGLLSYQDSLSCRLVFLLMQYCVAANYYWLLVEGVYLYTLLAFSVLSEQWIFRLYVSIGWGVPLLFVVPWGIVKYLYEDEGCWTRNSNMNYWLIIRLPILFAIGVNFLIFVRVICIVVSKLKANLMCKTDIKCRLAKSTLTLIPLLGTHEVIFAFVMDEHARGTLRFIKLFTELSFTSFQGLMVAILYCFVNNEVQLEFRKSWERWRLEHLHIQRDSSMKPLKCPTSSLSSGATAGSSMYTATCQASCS
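Cells are plated, allowed 12 hours at 37 deg C, then treated with compounds for 24 hr before luciferase detection reagent is added and luminescence is read after 12 min at room temperature. The HEK293 line carries constitutively active GLP-1R with a cAMP-responsive reporter.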
PTHR1 ag = PTHR1 (human) receptor agonism | 0.075% of 410,000 active | Potency, µM (series often up to 115 µM), for inactives: top-dose activation, most hits filed as activators | HEK293 GP2 PTHR1 cells, GloSensor cAMP luminescence, 1 h; also: potency is read from the fitted curve at half-maximal effect; nearly all actives have a fitted effect of over 55% in size; some results filed as inactive show a strong effect at the top dose; inactives centre near -15; many of its hits are not listed in these tables
Target sequence (Q03431 whole entry, looked up): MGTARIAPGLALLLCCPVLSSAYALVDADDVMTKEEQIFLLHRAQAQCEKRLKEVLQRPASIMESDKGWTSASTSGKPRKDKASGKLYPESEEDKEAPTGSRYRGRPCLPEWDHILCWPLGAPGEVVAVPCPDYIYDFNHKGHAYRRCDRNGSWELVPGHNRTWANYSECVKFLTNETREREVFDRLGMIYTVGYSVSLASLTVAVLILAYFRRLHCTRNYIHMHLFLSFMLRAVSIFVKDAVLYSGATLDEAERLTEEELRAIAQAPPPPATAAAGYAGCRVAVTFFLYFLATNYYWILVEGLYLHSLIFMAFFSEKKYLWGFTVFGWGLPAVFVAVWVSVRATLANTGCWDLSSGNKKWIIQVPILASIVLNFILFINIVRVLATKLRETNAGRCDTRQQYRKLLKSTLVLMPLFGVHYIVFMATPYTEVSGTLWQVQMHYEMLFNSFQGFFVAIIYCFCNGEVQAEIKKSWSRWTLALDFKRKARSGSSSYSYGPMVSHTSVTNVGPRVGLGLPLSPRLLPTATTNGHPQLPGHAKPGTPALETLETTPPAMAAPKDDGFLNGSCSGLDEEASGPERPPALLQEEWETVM
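HEK-293-derived GP2 cells expressing PTHR1 and a GloSensor cAMP reporter, 3,000/well, plated overnight, given luciferin plus IBMX (each 0.5 mM as added) for 1 h at 37 °C, then compound for 1 h at 37 °C. Luminescence was read after 15 min at room temperature.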
PLK1 PBD block = PLK1 (human) polo-box domain binding inhibition. Plk1 PBD binding of FITC phosphopeptide, fluorescence polarization. Potency, µM, inactives show max response, negative = inhibition, actives largely listed as inhibitors. 2.8% of 360,000 active; also: potency is read from the fitted curve at half-maximal effect; series mostly up to about 57 µM; % is scaled to controls: 0 for no effect and ±100 for the full control effect; nearly all actives have a fitted effect of over 65% in size
HEK293 tox = cytotoxicity in counter-screen for GLP-1R inverse agonists; 0.13% of 410,000 active; Potency, µM (top dose mostly 38.3 µM), inactives show top-dose activity change, negative = inhibition, hits mostly inhibitors; AID 624418; HEK293 cAMP-luciferase reporter cells, luminescence, 24 h;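 also: loss of luciferase light is scored as toxicity; potency is read from the fitted curve at half-maximal effect; % is scaled to controls: 0 for no effect and ±100 for the full control effect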
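A 23 nL compound transfer followed 12 hours of cell culture at 37 deg C; exposure then lasted 24 hr. Luciferase assay detection reagent was dispensed and plates read for luminescence after a 12 min room-temperature wait.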
EPAC1 antagonist = EPAC1 (human) antagonism. O95398. EPAC1 GEF assay, Rap1b-BODIPY-GDP exchange fluorescence. Potency, µM (titrated, usually from 115 µM), without a hit: at the top dose activity change, negative = inhibition, actives largely listed as inhibitors. 0.14% of 360,000 active. AID 720709;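 also: potency is read from the fitted curve at half-maximal effect; plate controls were vehicle for no effect and positive control for full effect; nearly all actives have a fitted effect of over 50% in size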
PI5P4Ka inh = blocks human PI5P4K alpha kinase activity. P48426. PI5P4Kalpha enzyme, ADP-Glo luminescence, 60 min; hits give low values. max response, %. 1.2% of 330,000 active; active = max response of -50% or lower; inconclusive = between -30% and -50%; inactive = -30% or higher; also: value at the top dose of about 77 µM; % is scaled to controls: 0 for no effect and ±100 for the full control effect
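Controls without substrate or without enzyme flank wells where PI5P4Kalpha converts substrate using 5 microM ATP (final). Incubation lasts 60 minutes at room temperature; ADP formed is read by ADP-Glo luminescence.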
GLP1R ag = agonists of human GLP-1 receptor; Potency, µM (doses to about 45.6 µM), without a hit: top-dose activation, usual class: activators; 0.007% of 380,000 active; HEK293 GLP-1R CRE-luciferase, luminescence, 4-6 h; cells express a hypersensitive GLP-1R form; also: potency is read from the fitted curve at half-maximal effect; % of control where 0% means no effect
IL-2 act = activates IL-2 in a cell-based reporter assay; IL-2 activation reporter assay, cell-based qHTS; stimulated with anti-CD3/CD4/CD28 beads; in transgenic mouse T cells; activation, % (series mostly up to about 46 µM); 0.065% of 360,000 active; AID 652025; in the data active = activation above about 50%; inconclusive = mostly about 30% to 49%; also: 0% is about no effect
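Readout: EGFP and DsRed signals by fluorescent plate cytometry. Unstimulated transgenic mouse T cells received compound 60 min before antibody-bead stimulation, then incubated 18 h at 37 degrees C.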
* hit, by the source's call; i = inactive; ? = inconclusive; . = not tested or not shown; [ ] = remark or other dose. Unless noted, calls follow the shape of the dose curve; as a rule, active = well fitted curve in the direction sought with a large enough effect; inconclusive = small, poorly fitted or top-dose-only effect, or another doubt; inactive = no such curve, though single readings can be large; an effect the other way counts as inactive or inconclusive. Some of the compounds tested (hit frequency here may not be typical).

Order of results: EPAC1 agonist, GLP-1R inv ag, PTHR1 ag, PLK1 PBD block, HEK293 tox, EPAC1 antagonist, PI5P4Ka inh, GLP1R ag, IL-2 act
C[C@H](O)CNC(=O)c1[nH]cnc1C(=O)N[C@@H](C)c1ccccc1
  -11.5%, 2.6%, 2.8%, 0.1%, -2.5%, -4.4%, -2.6, -0.7%, -3.3
Cc1cc(C)nc(/N=C(\N)Nc2ccc3c(c2)OCCO3)n1
  -5.9%, ?, i, -12.7%, ?, 19.6%, -8.4, -2.6%, -2.7
COc1ccc(OC)c(NC(=O)Nc2cccc(Cn3cccn3)c2)c1
  0.5%, 8.5%, -4.8%, -2.3%, -1.9%, 6.9%, ., 2.7%, -0.2
CC12CCC(C(N)=O)(C1Br)C2(C)C (stereo not drawn)
  -5.2%, 4.6%, i, -1.5%, -0.1%, -12.6%, 10.6, -6.9%, 1.5
COc1cccc(C(O)c2nc(-c3cccc(NC(C)=O)c3)cs2)c1 (stereo not drawn)
  -11.5%, 13.2%, -12.3%, -0.3%, 1.5%, 2.7%, 3.3, 6.6%, -0.3
C=CCOc1ccc(/C(O)=C2/C(=O)C(=O)N(CCN3CCOCC3)C2c2ccc(C)cc2)cc1 (stereo not drawn)
  -1.3%, -0.4%, -1.6%[57.5 µM], -13.2%, -11.6%, 2.2%, -3.7, -3.3%, -1.0
C=CCn1c(-c2ccccc2)cc(SC)c(C#N)c1=O
  14.7%, -10.0%, -3.3%, -3.2%, 7.2%, -13.8%, 7.4, 26.2%, 0.1
CC(C)(C)OC(=O)N1CCCN(C(c2ccnc3ccccc23)c2nnnn2-c2ccc3c(c2)OCCO3)CC1 (stereo not drawn)
  -7.8%, ?, 2.9%, -17.2%, -14.5%, -10.3%, 2.2, -3.8%, -0.8
Cn1c(=O)[nH]c(=O)c2[nH]c(CO)nc21
  -3.3%, 0.9%, i, 2.8%, -1.1%, -4.0%, -10.5, -3.6%, -3.7
CC1CCCCN1C(=O)COC(=O)C1CCN(S(=O)(=O)c2ccc3c(c2)OCCO3)CC1 (stereo not drawn)
  11.6%, 1.8%, -15.6%, -8.1%, -6.1%, 5.4%, -1.0, -2.5%, -0.9
Clc1ccc(Nc2nc3cccnc3s2)cc1
  11.8%, -1.7%, -14.1%, -1.1%, -0.1%, 4.0%, 0.8, 1.2%, -0.2
CCS(=O)(=O)NCc1cn2c(C)csc2n1
  3.3%, 18.8%, i, -0.7%, 11.9%, -1.6%, -8.7, 22.6%, -0.1
COC(=O)C1=C(C)N(Cc2ccccc2)C(=NCc2cc(OC)c(OC)c(OC)c2)N[C@H]1c1ccc(Br)cc1
  6.9%, ?, -21.0%, ?, ?, -9.6%, 0.0, -4.1%, -2.5
CC(C)(C)S(=O)N1Cc2cc(C(=O)NCCCN3CCOCC3)nc(-c3cccc(-c4cc5ccccc5o4)c3)c2[C@@H]1CCO (stereo partly drawn)
  -16.0%, ?, -21.8%, -5.0%, -9.6%, 0.9%, 2.4, -3.9%, -0.1
COc1ccc(-n2nnnc2/C(=C/N(C)C)C(=O)c2ccccc2)cc1
  7.8%, -8.9%, -50.8%[inhibitor], -0.2%, -6.0%, -2.7%, -8.5, 0.8%, 1.3
CCn1c(=O)c([N+](=O)[O-])c(N2CCSCC2)c2ccccc21
  -5.0%, -17.3%, -90.8%[inhibitor], -17.5%, -0.6%, -22.1%, 0.1, -4.0%, -1.0
COCCNC(=O)CSc1nc2ccccc2c(=O)n1-c1cccc(OC)c1
  -5.1%, 13.1%, -3.8%[57.5 µM], -6.0%, -11.1%, 6.0%, ., -3.9%, -2.6
O=C(O)/C=C/C(=O)Nc1ccc(NC(=O)c2ccccc2)c(Cl)c1
  10.0%, 28.5%, -4.4%, -14.3%, 9.0%, 11.1%, -1.4, 14.1%, -0.2
COc1cc(/C=C/c2nc(N)nc(-c3ccccc3O)n2)cc(OC)c1OC
  -9.4%, -29.8%, i, -3.1%, ?, -6.9%, 20.5, -3.4%, -3.6
COc1cc(N(C(C)=O)c2ccc(O)c(C(=O)O)c2)c2ncccc2c1
  3.3%, 7.8%, i, -3.0%, 3.4%, -1.3%, ?, -3.2%, -1.5

The final two entries of the part above are carried over, then new ones follow.
Order of results: EPAC1 agonist, GLP-1R inv ag, PTHR1 ag, PLK1 PBD block, HEK293 tox, EPAC1 antagonist, PI5P4Ka inh, GLP1R ag, IL-2 act
COc1cc(/C=C/c2nc(N)nc(-c3ccccc3O)n2)cc(OC)c1OC
  -9.4%, -29.8%, i, -3.1%, ?, -6.9%, 20.5, -3.4%, -3.6
COc1cc(N(C(C)=O)c2ccc(O)c(C(=O)O)c2)c2ncccc2c1
  3.3%, 7.8%, i, -3.0%, 3.4%, -1.3%, ?, -3.2%, -1.5
CC(C)CNC(=S)Nc1ccc(F)cc1
  -8.4%, 6.0%, i, 2.1%, 1.8%, -4.7%, -3.5, 0.7%, -0.5
CC1CCN(S(=O)(=O)c2ccc(S(=O)(=O)NCc3ccco3)cc2)CC1
  6.4%, -6.2%, i, -7.3%, 4.2%, 9.3%, ., -1.9%, -0.2
Nc1ccccc1Nc1cc(-c2ccccc2)[nH]n1
  8.7%, ?, -8.5%, -5.5%, 9.7%, -18.4%, -2.1, 15.0%, 1.3
COc1ccc(CNC(=O)C(C#N)c2nc3ccccc3nc2N2CCCC2)cc1 (stereo not drawn)
  ?, -29.7%, -37.9%[inhibitor][57.5 µM], ?, 131.5%[activator], -6.1%, 9.1, 6.0%, 121.9*
O=C(COC(=O)c1cc(Br)ccc1O)NC1CCCCCC1
  -1.3%, 2.8%, -40.6%[inhibitor], 0.0%, 0.7%, 6.0%, 6.2, -2.0%, 1.3
CCC1=C(OC(=O)N(CC)CC)N2C(=O)OC(=NCC3CC3)[C@]2(C)[C@H]2C1=CC[C@H]1C(=O)N(C)C(=O)[C@H]12
  -7.9%, 20.9%, i, 1.7%, 2.8%, -17.6%, 1.5, 2.5%, -0.3
O=C(NCCN1CCOCC1)C(=O)c1c[nH]c2ccccc12
  -3.8%, 10.7%, i, -0.2%, -11.7%, 11.1%, -4.9, 1.2%, 1.1
O=C(O)c1ccccc1C(=O)N1CCN(S(=O)(=O)c2cccc(C(F)(F)F)c2)CC1
  8.4%, -1.1%, i, -2.0%, -6.7%, 7.2%, -0.7, -0.3%, -0.3
COc1cccc(/C=N/NC(=O)c2cc3c(OC)cccc3[nH]2)c1O
  5.2%, ?, -5.5%, 4.7%, -21.8%, -5.0%, 1.2, -8.0%, 1.6
O=C(O)c1ccc(S(=O)(=O)Nc2cccc(CP(=O)(c3ccccc3)c3ccccc3)c2)cc1
  5.0%, 1.9%, -21.5%, -13.1%, 1.8%, -1.2%, -0.7, -1.5%, -2.4
Cc1cc(C)c(C(=O)N2CCC(N3CCC(C(=O)NC(C)C)CC3)CC2)o1
  -15.8%, 13.5%, ?, -10.7%, 13.7%, 1.7%, 1.4, -2.1%, 0.3
COc1ccc(NC(=O)COC(=O)c2cc(OC)c(OC)c(OC)c2)c([N+](=O)[O-])c1
  -0.5%, -5.7%, i, -14.5%, -1.1%, 22.4%, 1.3, 2.1%, 1.9
CCCC(=O)Nc1nnc(-c2ccccc2)o1
  -10.4%, -11.1%, -7.5%, -13.4%, 0.7%, -2.5%, 3.5, -0.5%, 0.5
Cc1ccc(S(=O)(=O)N(CC(=O)N2CCOCC2)CC(=O)N2CCOCC2)cc1
  -7.0%, 3.8%, i, -0.1%, -9.1%, 18.6%, -2.1, -6.8%, 0.3
Cc1ccc(CCNC(=O)c2ccc3nc4ccccc4c(=O)n3c2)cc1
  -4.6%, 4.7%, -8.2%, -3.7%, -20.0%, 2.9%, -0.9, -5.1%, 1.1
O=C(Nc1cccc(F)c1)c1cc(S(=O)(=O)N2CCOCC2)cs1
  8.1%, ?, -23.4%, ?, -4.4%, 5.4%, -8.5, 4.7%, -1.3
Cc1cc(OCC(=O)N(Cc2ccco2)C2CCS(=O)(=O)C2)ccc1Cl (stereo not drawn)
  1.2%, ?, -24.0%, -10.7%, 0.6%, 19.0%, 0.3, 9.6%, 0.5
O=C(CCC1CCCN(C(=O)CCC(F)(F)F)C1)NCc1ccc(F)c(F)c1 (stereo not drawn)
  -15.3%, -11.7%[7.66 µM], i, -4.2%, -0.4%[7.66 µM], -6.1%, 1.3, 5.1%, 0.3
O=C(c1cccnc1)N1CCN(c2c(Cl)cccc2[N+](=O)[O-])CC1
  0.9%, 17.1%, -25.5%[57.5 µM], 0.4%, -5.4%, 11.3%, -7.6, 0.3%, 0.6
COc1ccc(C(OC(=O)c2c(C)noc2C)C(=O)NC2CCCC2)cc1 (stereo not drawn)
  7.4%, 0.2%, i, -3.0%, -5.8%, -23.2%, -1.9, -1.7%, -0.3

Carrying on:
Order of results: EPAC1 agonist, GLP-1R inv ag, PTHR1 ag, PLK1 PBD block, HEK293 tox, EPAC1 antagonist, PI5P4Ka inh, GLP1R ag, IL-2 act
COc1cc(/C=C2\SC(=S)N(NC(=O)c3ccccc3O)C2=O)ccc1O
  8.3%, -1.2%, -19.9%, ?, ?, -29.5%, -61.9*, 10.9%, -0.6
COc1ccc(OC)c(Nc2nc(-c3sc(NC(=O)CC(C)C)nc3C)cs2)c1
  -3.5%, 11.5%, ?, -0.2%, 4.4%, -24.2%, -2.3, -1.1%, -0.6
Cc1ccc2nc(-c3cccc(NS(C)(=O)=O)c3)cc(-c3ccccc3)c2c1
  16.4%, ?, -78.6%[inhibitor], 0.4%, ?, -20.2%, 21.0, -9.2%, -5.1
Cc1cc(C(=O)NCCN2C(=O)S/C(=C\c3cccs3)C2=O)ccc1[N+](=O)[O-]
  -3.2%, -7.0%, -69.5%[inhibitor], -15.6%, 2.1%, -26.5%, 0.9, -0.4%, -0.4
